# P. falciparum M17LAP – P. falciparum M17LAP inhibitors, primary screen, biochemical, fluorogenic H-Leu-NHMec substrate, 1536-well (AID 1619); recombinant M17LAP, H-Leu-NHMec fluorogenic kinetic assay; higher % means a stronger effect; inhibition, % at 30 µM, or IC50 in µM where a hit was titrated; actives 0.38% (n = 220,000);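 active means compound inhibiting the enzyme by more than half at any dose during confirmatory dose-response retesting; inconclusive means strong single-dose inhibitors picked by rank but not retested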;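 further: plate controls were full reaction with DMSO carrier for no effect and no enzyme background for full effect; strong numbers were not always called active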
# SIAH1 antagonists – Siah-1 peptide-binding antagonists, primary screen, biochemical, fluorescence polarization, rhodamine-plectin, uHTS (AID 1817) | Siah-1 / rhodamine-plectin peptide fluorescence polarization; higher % means a stronger effect | actives 0.02% (n = 290,000) | displacement, % at 20 µM, or IC50 in µM where a hit was titrated;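 active means displacement of at least 50% at 20 µM, with a fluorescence ratio check between 0.3 and a set limit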;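 further: plate controls were Siah plus tracer with DMSO for no effect and tracer alone without Siah for full effect; strong numbers were not always called active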
# M1AAP inhibition – malaria alanyl aminopeptidase activity blockers – biochemical, fluorogenic H-Leu-NHMec substrate, 1536-well (AID 1445). actives 0.42% (n = 220,000). recombinant M1AAP, H-Leu-NHMec fluorogenic kinetic assay; higher % means a stronger effect. inhibition, % at 30 µM, or IC50 in µM where a hit was titrated;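 active means primary inhibition above the hit cutoff, then over 50% inhibition at one or more dose response concentrations, cut at about 23% in these data, passing the limit was not always enough; inconclusive means conflicting primary data, or primary hits not chosen for dose response; inactive means low primary inhibition, or under 50% at every dose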;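 further: plate controls were DMSO full reaction for no effect and no enzyme background for full effect; strong numbers were not always called active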
# AID2073 – disruptors of CaV2.2 binding to Mint1 – biochemical, HTRF (AID 2073) | HTRF protein-protein interaction, Mint1-CaV2.2; higher % means a stronger effect | inhibition, % at 20 µM, or IC50 in µM where a hit was titrated | actives 0.19% (n = 290,000); in the data active means inhibition mostly above about 51%, no sharp cut-off; inconclusive means no clear call, values can overlap the other calls; inactive means mostly below about 53%; further: some results filed as inactive read as strong as hits
# Lipid droplet – hepatic lipid droplet formation modulation; actives 0.4% (n = 240,000); AID 1656; inhibition, % at 6.5 µM; AML12 mouse hepatocytes, oleate lipid droplets, BODIPY imaging;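 active means lipid droplet intensity inhibited by at least 50%, with more than 500 cells counted; inconclusive means wells with under 300 cells, treated as cytotoxic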
#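 Assay system: AML12 hepatocytes (mouse) / Also added: 100 µM oleic acid challenge / Times: overnight treatment with compound plus oleate / Detection: high-content imaging of BODIPY-stained droplets and DAPI nuclei / Evaluation: % inhibition of lipid droplet signal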
# LYP phosphatase – PTPN22 lymphoid phosphatase activity blockers – biochemical, fluorescence intensity, uHTS (AID 1779) | actives 0.054% (n = 290,000) | one-dose inhibition, % at 11.5 µM; IC50 in µM for titrated hits | recombinant LYP phosphatase, fluorescence intensity; higher % means a stronger effect;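 further: plate controls were vehicle with enzyme for no effect and no enzyme for full effect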
# CSM14.1 death rescue – rescue of cells from ER stress-induced death, primary screen, 384-well, CSM14.1, thapsigargin, ATP luminescence (AID 1222); 190,000 tested, under 10 active; one-dose cellular ATP content (survival), % at 20 µM; EC50 in µM for titrated hits; CSM14.1 thapsigargin-induced death rescue, ATP luminescence; higher % means a stronger effect;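 active means EC50 below 50 µM in the dose-response confirmation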;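 further: death triggered by thapsigargin at about 15 µM added after 2 h compound pretreatment; cell ATP read after overnight thapsigargin exposure of roughly 18 to 22 hours; normalized against plate controls of thapsigargin alone and 5% DMSO vehicle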
# HEK293 NOD2/NF-kB – inhibition of NOD2-driven NF-kB reporter – cell-based, luminescence, uHTS, HEK293 (AID 1566) | HEK293 NOD2/NF-kB luciferase reporter, luminescence; higher % means a stronger effect | actives 0.63% (n = 290,000) | one-dose inhibition, % at 4 µM; EC50 in µM for titrated hits; further: many of its hits are not listed in these tables
# XIAP antagonists – small molecules displacing peptide from XIAP – biochemical, IAP family, fluorescence polarization (AID 1018); displacement, % at 20 µM; hits with a dose series show IC50 in µM; actives 0.007% (n = 200,000); XIAP BIR domain, fluorescence polarization peptide displacement; higher % means a stronger effect; in the data active means displacement above about 50%; further: a part of the inactive calls stands beside numbers as strong as those of hits
# Lipid droplet cells 6.5 µM – also measured in Lipid droplet; calls as there; cell count; measured here: cell count, cytotoxicity flag;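 cells counted across two imaged fields per well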
# Numbers without * were called inactive; ? = inconclusive; / = not tested or not shown. Unless noted, no stated cut-off is given here; in the data, active means inhibition above about 50%; inactive means the rest. Only part of the results is shown, so the mix of outcomes need not match the whole.
SMILES,P. falciparum M17LAP,SIAH1 antagonists,M1AAP inhibition,AID2073,Lipid droplet,Lipid droplet cells 6.5 µM,LYP phosphatase,CSM14.1 death rescue,HEK293 NOD2/NF-kB,XIAP antagonists
COc1ccc(CNC(=O)COC(=O)c2ccc(Br)cc2)cc1,4%,-2%,8%,-11%,-33,682,-6%,-3.0%,8%,-9.0%
COc1ccccc1C(=O)NNC(=O)c1ccncc1,22%,-8%,7%,-2%,16,776,-9%,-0.8%,-3%,-6.4%
CC(C)NC(=O)CCn1ccc2cc(S(=O)(=O)N3CCCC3)ccc21,/,0%,/,-3%,-1,752,0%,/,-7%,/
CC(=O)NC1C(OCCOc2ccc(Cl)cc2C)OC(CO)C(O)C1O (stereo not drawn),/,7%,/,0%,/,/,-4%,/,-10%,/
Cc1ccc(N/C(N)=N/c2nc3c(c(=O)[nH]2)CCCC3)c(C)c1,-10%,-3%,11%,-3%,/,/,-12%,-0.3%,-1%,-12%
CCc1nnc(NS(=O)(=O)c2ccccc2)s1,/,-10%,/,6%,-16,734,-10%,/,8%,/
CCN(CC)C(=O)c1ccccc1NC(=O)c1ccccc1,-4%,4%,1%,12%,-1,639,1%,-5.2%,-4%,-7.1%
CS(=O)(=O)N(Cc1ccccc1)c1ccc(C(=O)NN=C2CCCCCC2)cc1,4%,1%,8%,-1%,-8,557,4%,-2.3%,-5%,-0.7%
Clc1ccc(C[n+]2cc(-c3ccccc3)n3c2CCCCC3)c(Cl)c1,3%,0%,-3%,10%,-33,623,-9%,-1.6%,26%,-2.8%
Cc1ccc(N2C(N)=NC(N)=NC23CCCC3)c(C)c1,11%,-1%,11%,10%,-1,682,-2%,-4.0%,-4%,-4.3%

# Brought forward from above: 5 compounds, then new ones.
SMILES,P. falciparum M17LAP,SIAH1 antagonists,M1AAP inhibition,AID2073,Lipid droplet,Lipid droplet cells 6.5 µM,LYP phosphatase,CSM14.1 death rescue,HEK293 NOD2/NF-kB,XIAP antagonists
CCc1nnc(NS(=O)(=O)c2ccccc2)s1,/,-10%,/,6%,-16,734,-10%,/,8%,/
CCN(CC)C(=O)c1ccccc1NC(=O)c1ccccc1,-4%,4%,1%,12%,-1,639,1%,-5.2%,-4%,-7.1%
CS(=O)(=O)N(Cc1ccccc1)c1ccc(C(=O)NN=C2CCCCCC2)cc1,4%,1%,8%,-1%,-8,557,4%,-2.3%,-5%,-0.7%
Clc1ccc(C[n+]2cc(-c3ccccc3)n3c2CCCCC3)c(Cl)c1,3%,0%,-3%,10%,-33,623,-9%,-1.6%,26%,-2.8%
Cc1ccc(N2C(N)=NC(N)=NC23CCCC3)c(C)c1,11%,-1%,11%,10%,-1,682,-2%,-4.0%,-4%,-4.3%
Cc1c(CC(=O)N[C@H](C(=O)O)C(C)C)c(=O)oc2cc3c(cc12)CCC(C)(C)O3,/,-1%,/,21%,-2,831,-14%,/,-36%,/
Cc1ccc(OCC(O)CNCc2ccc(F)cc2)cc1 (stereo not drawn),/,0%,/,11%,-19,823,1%,/,6%,/
C/C(=N\Nc1ccc(S(N)(=O)=O)cc1[N+](=O)[O-])c1ccccc1O,-1%,14%,4%,25%,5,773,-6%,/,6%,/
COc1ccc(Nc2nc(C)nc3c2oc2ccccc23)cc1,/,2%,/,21%,-9,789,-3%,/,-2%,/
O=C(CS(=O)(=O)c1cccc(C(F)(F)F)c1)Nc1ccccc1Cl,11%,6%,1%,-1%,/,/,-9%,3.0%,10%,-4.2%
COc1cccc(NC(=O)C(Sc2nnnn2C)c2ccccc2)c1 (stereo not drawn),-4%,6%,6%,3%,2,724,-1%,/,2%,-0.4%
COC(=O)C(C(=O)NCC1CCCO1)C1CCCCCC1 (stereo not drawn),14%,-4%,-2%,-11%,-8,785,87%*,-2.9%,4%,0.6%
COc1ccc(NC(=O)c2c(F)c(F)c(F)c(F)c2F)cc1Cl,17%,-2%,-2%,-7%,0,769,-1%,-2.2%,6%,-8.7%
O=C(/C=C\c1ccccc1)Oc1cccc2cccnc12,3%,2%,9%,3%,6,684,7%,-0.4%,11%,-7.3%
CC1(C)Cc2nc(-c3ccccc3)nc(SCC(=O)N3CCCC3)c2CO1,1%,4%,3%,-20%,13,702,-4%,/,-8%,/
COc1ccc(CN(C)C(=O)c2cccc(C(=O)N(C)Cc3ccc(OC)cc3)c2)cc1,/,0%,/,12%,36,809,-5%,/,15%,/
COc1ccc(C(C(=O)NC2CCCC2)N(C(=O)Cc2cccs2)C2CC2)cc1OC (stereo not drawn),/,2%,/,9%,-3,779,0%,/,6%,/
Cc1ccccc1C(=O)N/N=C1\SCC(=O)N1Cc1ccco1,19%,3%,3%,9%,20,719,-7%,1.4%,-1%,-1.6%
COc1cc(-n2c(C)nc3cc(C(=O)N4CCOCC4)ccc32)cc(OC)c1OC,-10%,0%,4%,-2%,/,/,-4%,-0.4%,-14%,-2.7%
Cc1cccc(NC(=O)c2ccc(N(C)C3CCCCC3)c([N+](=O)[O-])c2)n1,3%,2%,4%,5%,/,/,6%,-0.5%,-33%,-3.9%
COC(=O)CSc1ccc2nnc(CCNS(=O)(=O)c3ccccc3)n2n1,24%,4%,7%,-4%,12,754,-6%,-4.3%,8%,-6.2%
O=C(Nc1ccccc1C(=O)O)c1ccc(NC(=O)C2CC2)cc1,/,-2%,/,16%,-11,653,-7%,/,-8%,/
CCOC(=O)C1=C(CSc2nc3c(cc2C#N)CN(C)CC3)OC(N)=C(C#N)C1c1ccc(F)cc1 (stereo not drawn),10%,5%,8%,59%,-59,834,-4%,-0.9%,14%,-13%
Cc1cccc(N(Cc2ccccc2)C(=O)c2ccc(S(C)(=O)=O)cc2)c1,/,-6%,/,11%,-8,724,0%,/,10%,/
O=C(CNC(=O)c1ccco1)NCC(=O)OCc1ccc(Cl)cc1,0%,4%,2%,-4%,24,816,0%,-0.5%,7%,-4.4%

# Four structures from above, sorted by SMILES length, highest first.
SMILES,P. falciparum M17LAP,SIAH1 antagonists,M1AAP inhibition,AID2073,Lipid droplet,Lipid droplet cells 6.5 µM,LYP phosphatase,CSM14.1 death rescue,HEK293 NOD2/NF-kB,XIAP antagonists
COc1ccc(CN(C)C(=O)c2cccc(C(=O)N(C)Cc3ccc(OC)cc3)c2)cc1,/,0%,/,12%,36,809,-5%,/,15%,/
Cc1cccc(NC(=O)c2ccc(N(C)C3CCCCC3)c([N+](=O)[O-])c2)n1,3%,2%,4%,5%,/,/,6%,-0.5%,-33%,-3.9%
COc1cc(-n2c(C)nc3cc(C(=O)N4CCOCC4)ccc32)cc(OC)c1OC,-10%,0%,4%,-2%,/,/,-4%,-0.4%,-14%,-2.7%
O=C(Nc1ccccc1C(=O)O)c1ccc(NC(=O)C2CC2)cc1,/,-2%,/,16%,-11,653,-7%,/,-8%,/

# Remaining list, next part
SMILES,P. falciparum M17LAP,SIAH1 antagonists,M1AAP inhibition,AID2073,Lipid droplet,Lipid droplet cells 6.5 µM,LYP phosphatase,CSM14.1 death rescue,HEK293 NOD2/NF-kB,XIAP antagonists
CCOC(=O)c1sc(=S)n(C)c1C,16%,-5%,6%,11%,10,784,-9%,-0.8%,-8%,-7.6%
COc1cccc(CNC(=O)CCC2CCCN(C(=O)c3cccc(Cl)c3)C2)c1 (stereo not drawn),-7%,3%,-1%,8%,-19,691,-8%,0.9%,25%,-2.3%
O=C(Nc1nnc(C2CC2)o1)c1ccc(S(=O)(=O)N2CCCCC2)cc1,/,-1%,/,6%,-2,711,-3%,/,15%,/
COc1cccc(Cn2cc(/C=N/NC(=O)c3cc(O)cc(O)c3)c3ccccc32)c1,/,-3%,/,31%,-2,740,3%,/,37%,/
COc1ccc(N2C(=O)N3[C@H](c4cccc(C)c4)[C@@H]4C(=O)N(Cc5ccccc5)C(=O)[C@@H]4[C@]3(Cc3ccccc3)C2=O)cc1,/,4%,/,16%,4,806,-3%,/,-6%,/
Cc1ccc(F)cc1S(=O)(=O)NCc1ccc(N2CCN(C)CC2)cc1,3%,-6%,-1%,-8%,/,/,-7%,/,13%,/
CC(C)=C1C(=O)NN(c2cccc(Cl)c2)C1=O,41%,-6%,15%,10%,8,604,8%,-3.5%,-49%,-0.3%
Cc1cc(=O)nc2c3ccccc3n(CC(=O)NCCCN3CCOCC3)n12,/,-8%,/,4%,-4,744,-15%,/,1%,/
O=C1NCCN(Cc2c(F)cccc2Cl)C1CC(=O)N1CCCCO1 (stereo not drawn),-11%,2%,-23%,-7%,-9,700,-13%,-1.5%,-5%,-8.2%
CC1(C)Nc2ccccc2C(=O)N1NS(=O)(=O)c1ccccc1,-167%,-1%,2%,7%,7,668,-8%,-1.7%,8%,-7.4%
CC(C)(C)NC(=O)N1CCCN(c2ccc(C(F)(F)F)cn2)CC1,-10%,-5%,-8%,?,-1,659,-4%,/,2%,/
NS(=O)(=O)c1ccc(NC(=O)COc2cccc3ccccc23)cc1,/,9%,/,13%,-3,825,-4%,/,9%,/
O=C1c2cccc3cc([N+](=O)[O-])cc(c23)C(=O)N1CC1CCCO1 (stereo not drawn),13%,3%,4%,-11%,/,/,-2%,/,34%,/
CC(C)Cn1c(N)c(C(=O)COC(=O)CN2C(=O)C3CC=CCC3C2=O)c(=O)n(C)c1=O (stereo not drawn),0%,-3%,3%,-10%,23,684,-8%,-1.7%,10%,-7.1%
COc1cc(C(=O)Nc2ccc(S(=O)(=O)Nc3nccc(C)n3)cc2)cc(OC)c1OC,5%,-2%,2%,10%,10,610,-2%,-0.5%,7%,-0.9%
COc1ccc(CCn2c(N3CCN(C)CC3)nc3c2c(=O)[nH]c(=O)n3C)cc1,-17%,0%,5%,6%,/,/,-10%,3.3%,5%,-6.0%
N#Cc1c(N2CCOCC2)nc(-c2ccco2)c2c1CCCC2,23%,2%,17%,11%,/,/,6%,-1.3%,12%,-4.7%
CCOC(=O)Cn1nnnc1CN(Cc1ccc(OC)cc1)Cc1cc2cc(CC)ccc2[nH]c1=O,7%,-6%,6%,3%,/,/,3%,2.5%,0%,-6.8%
Cc1cccc(-c2nc(C#N)c(N3CCCCC3)o2)c1,/,-2%,/,0%,/,/,-12%,/,-55%,/
COC(=O)c1ccc2c(=O)n(C3CCCCC3)c(SCC#N)nc2c1,4%,-2%,-2%,9%,/,/,4%,-2.9%,-4%,-8.0%

# Screens (PubChem BioAssay)
